Screens: PubChem BioAssay, The Scripps Research Institute Molecular Screening Center
CHO-K1 Ca antag = nonselective inhibitor or artifact in parental CHO-K1 cells; ATP-induced calcium, Fluo-8 fluorescence; actives 0.6% (n = 360,000); inhibition, % at 3 µM;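 active = inhibition above a per-plate cutoff, the plate's mean sample inhibition plus 3 SD, cut at about 24% in these data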;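 also: 0% = DMSO plus EC80 ATP and 100% = DMSO alone without ATP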
CHRM1 agonist = human M1 muscarinic receptor agonism; P11229; CHO-K1 hM1, Fluo-8 calcium fluorescence, agonist mode; 0% DMSO, 100% acetylcholine EC100; activation, % at 3 µM; actives 0.33% (n = 360,000); AID 588814;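 active = activation above the run's mean compound activation plus 3 SD, cut at about 16% in these data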;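 also: peak over basal fluorescence ratio within a 140 s kinetic read after compound addition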
Target sequence (P11229 whole entry, looked up): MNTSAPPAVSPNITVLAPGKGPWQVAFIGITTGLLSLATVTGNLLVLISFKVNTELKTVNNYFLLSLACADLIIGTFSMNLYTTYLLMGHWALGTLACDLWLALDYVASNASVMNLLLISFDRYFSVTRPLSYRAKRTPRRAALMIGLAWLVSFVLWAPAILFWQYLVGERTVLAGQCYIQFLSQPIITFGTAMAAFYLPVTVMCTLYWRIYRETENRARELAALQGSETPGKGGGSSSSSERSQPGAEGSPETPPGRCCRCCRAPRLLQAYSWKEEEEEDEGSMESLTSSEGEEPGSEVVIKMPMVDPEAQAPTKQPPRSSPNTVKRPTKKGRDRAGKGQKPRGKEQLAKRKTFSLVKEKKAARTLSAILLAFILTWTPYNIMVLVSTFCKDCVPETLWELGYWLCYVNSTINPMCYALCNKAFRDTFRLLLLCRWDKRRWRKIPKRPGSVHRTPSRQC
CHRM1 antagonist = human CHRM1 antagonism; inhibition, % at 3 µM; CHO-K1 hM1, Fluo-8 calcium fluorescence, ACh EC80 antagonist; AID 588852; P11229; actives 1.3% (n = 360,000);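 active = percent inhibition above its own plate's cutoff, namely the mean of that plate's compound wells plus 3 SD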;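 also: peak over basal fluorescence ratio during 140 s after agonist addition; 0% = ACh EC80 plus DMSO and 100% = DMSO alone without agonist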
CHO-K1 Ca ag = nonselective activator or artifact in parental CHO-K1 cells | Fluo-8 calcium fluorescence; scaled to maximal ATP response, vehicle zero | actives 0.48% (n = 360,000) | AID 602248 | activation, % at 3 µM; in the data active = activation above about 15%;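 also: untransfected CHO-K1 host cells lacking M1 receptor as counterscreen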
TAAR1 ag = agonists of human TAAR1; Q96RJ0; CHO RD-HGA16 TAAR1, Fluo-8 calcium fluorescence; vehicle wells 0%, saturating PEA agonist 100%; activation, % at 3 µM; actives 0.99% (n = 360,000); AID 624467;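 active = activation above the mean activation of all test compounds in the run plus 3 SD, cut at about 38% in these data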
Target sequence (Q96RJ0 whole entry, looked up): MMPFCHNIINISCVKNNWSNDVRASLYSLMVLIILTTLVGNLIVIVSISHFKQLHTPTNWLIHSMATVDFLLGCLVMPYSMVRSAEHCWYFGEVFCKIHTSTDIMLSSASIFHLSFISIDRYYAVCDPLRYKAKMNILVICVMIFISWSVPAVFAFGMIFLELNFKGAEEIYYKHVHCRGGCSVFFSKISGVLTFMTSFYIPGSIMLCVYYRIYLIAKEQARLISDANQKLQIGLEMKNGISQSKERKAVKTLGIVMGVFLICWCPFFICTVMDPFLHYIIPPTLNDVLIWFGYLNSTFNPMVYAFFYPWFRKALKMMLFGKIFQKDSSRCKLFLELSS
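Assay system: CHO-derived RD-HGA16 cells with stable Gα16 and human TAAR1; timing: 17-24 h seeding, 75 min 37 °C dye, 30 min RT; read-out: % activation from peak over basal fluorescence ratio, DMSO-to-PEA scaled; measured by: kinetic Fluo-8 calcium fluorescence; benchmarks: low control DMSO, high control PEA (EC100); doses: 3 µM single concentration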
M1 PAM parental = counter-screen for M1 PAMs: effect in parental CHO-K1 cells; ATP EC20, Fluo-8 calcium fluorescence; 0% at ATP EC20, 100% at ATP max; activation, % at 3 µM; actives 0.02% (n = 360,000); AID 602247;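 active = activation above the run cutoff, the mean activation of all test compounds plus 3 SD, cut at about 40% in these data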;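 also: peak over basal fluorescence ratio in a 140 s read after ATP addition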
TAAR1 antag = antagonists of human TAAR1; CHO RD-HGA16 TAAR1, Fluo-8 calcium fluorescence, antagonist; inhibition, % at 3 µM; actives 1.5% (n = 360,000);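 active = inhibition above a per-plate cutoff, the mean inhibition of test compounds on that plate plus 3 SD, cut at about 49% in these data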;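 also: 0% = DMSO plus EC80 beta-PEA response and 100% = DMSO alone without agonist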
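Material: CHO RD-HGA16 cells bearing hTAAR1; compound dosing: one-point dosing, 3 µM nominal final; schedule: dye loading 75 min at 37 °C, then 30 min room temperature; measured by: calcium fluorescence with Fluo-8; control set: vehicle and agonist controls; replication: n of 1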
CHO parental Ca = signal in parental CHO cells, OX1R antagonist counter-screen; AID 463079; parental CHO-K1, ATP-induced calcium, Fluo-8 fluorescence; inhibition, % at 5.6 µM; actives 0.63% (n = 330,000);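 active = inhibition above that plate's mean sample inhibition plus 3 SD, cut at about 26% in these data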;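 also: 0% = ATP-challenged DMSO wells and 100% = DMSO wells without ATP; some compounds past the cut are filed as inactive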
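material = parental CHO cells | also added = ATP as calcium-mobilizing challenge | dosing = single point at 5.6 µM | detection = intracellular calcium via Fluo-8 no-wash fluorescent dye | read-out = % inhibition | benchmarks = low control ATP plus DMSO, high control DMSO only | repeats = one well per compound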
CHRM1 PAM = positive allosteric modulators of human M1 muscarinic receptor; AID 588819; activation, % at 3 µM; actives 0.088% (n = 360,000); CHO-K1 hM1, Fluo-8 calcium fluorescence, ACh EC20; 0% = ACh EC20, 100% = maximal ACh; in the data active = activation above about 19%, passing the limit was not always enough
* hit, by the source's call; / = no result given.

SMILES	CHO-K1 Ca antag	CHRM1 agonist	CHRM1 antagonist	CHO-K1 Ca ag	TAAR1 ag	M1 PAM parental	TAAR1 antag	CHO parental Ca	CHRM1 PAM
Cc1ccc(C(=O)N2CCN(S(=O)(=O)N3CCCCCC3)CC2)cc1	-7.7	-2.1	-3.2	0.8	-3.1	-16.6	-0.9	-1.4	2.9
CCCCNC(=S)NC(C)(C)CO	-6.7	-5.6	-3.2	0.3	2.4	18.8	13.8	-0.9	2.7
O=S(=O)(NCc1cc(-c2ccccc2)no1)c1ccc(Cl)cc1	7.5	-1.8	10.5	0.4	6.2	-5.6	-9.0	-2.2	-5.1
COc1ccc(Nc2nc3cc(-c4ccccc4C)sc3c(=O)n2C)cc1OC	-5.2	-1.6	-4.9	0.3	1.0	12.0	-6.9	/	2.0
Cc1ccc(C(=O)/C=C/c2ccc(-c3ccc(C)cc3)o2)cc1	-5.7	-3.8	-3.3	0.3	-0.7	16.4	4.2	-4.6	1.5
S=c1[nH]nc(COc2ccccc2)n1/N=C/c1ccco1	-2.4	-8.3	-3.2	0.7	3.5	16.9	4.3	-4.3	11.7
Cc1cc(C(=O)CSc2nnc(-c3ccccc3)n2C)c(C)n1C	12.1	-6.9	-1.0	-0.1	1.8	5.3	-2.5	-7.5	0.8
CCOc1ccc(NC(=O)CN(C)c2ccc(S(=O)(=O)N3CCOCC3)cn2)cc1OCC	4.3	-2.8	2.2	3.5	1.7	5.1	7.7	5.2	-0.4
CN(C)c1ccc(/C=N/NC(=O)CNC(=O)c2ccco2)cc1	-16.6	-3.4	-8.1	0.6	1.4	9.8	23.8	-2.8	6.5
C=C(C)Cn1c(C)cc(C)c(S(=O)(=O)c2ccc(C)cc2)c1=O	13.4	-6.1	-1.0	-0.6	-2.6	-5.9	-23.0	-14.3	0.0
N#C/C(=C\c1cc([N+](=O)[O-])c(N2CCCCC2)cc1N1CCCCC1)c1nn(-c2ccccc2)c(N)c1C#N	-4.5	-2.7	-10.0	-0.2	-0.2	1.2	8.4	-12.0	-0.1
CC1=C(C(=O)N2CCOCC2)C(c2ccc(OC(F)F)cc2)NC(=S)N1c1ccccc1 (stereo not given)	-11.8	-4.7	-0.8	0.8	1.6	8.0	-37.2	-1.6	8.2
NC(=O)Cn1c(-c2nonc2N)nc2ccccc21	-8.7	-2.9	-2.7	0.6	-0.6	6.2	12.8	-2.6	2.8
O=C(NCCCCNC(=O)c1ccc(Cl)s1)c1ccc(Cl)s1	4.7	-2.8	-1.8	1.0	27.4	-5.6	2.2	-5.3	0.0
O=C(Nc1ccccc1Cl)c1cc(C2CCCCN2C(=O)c2ccccc2)on1 (stereo not given)	-9.6	-6.8	-19.0	0.5	-2.0	16.4	-23.9	/	6.4
Clc1ccc(-c2csc(N3CCC(c4ccccc4)C3)n2)cc1 (stereo not given)	-2.9	-1.8	-21.1	-0.3	20.0	13.5	-3.6	-11.0	1.0
CCCc1nc(SCC(=O)Nc2ccc(N3CCOCC3)cc2)c2ccccc2n1	-18.1	0.8	-17.2	0.8	3.9	23.8	7.0	-12.1	12.2
CC1C/C(=N/N2C(=O)CSC2=S)CC(C)(C)C1 (stereo not given)	-14.2	-1.4	-22.9	0.4	10.7	25.8	-0.1	6.5	10.7
CCOC(=O)N1CCC(NS(=O)(=O)c2cc3c(cc2Cl)NC(=O)CO3)CC1	-5.3	-4.8	16.3	-0.1	8.3	0.8	-1.6	2.3	-4.5
COc1ccc(CNCCC(c2ccc(OC(C)C)cc2)c2ccccc2OC)cc1OC (stereo not given)	2.9	-4.5	-3.2	8.1	11.9	7.5	10.8	-9.3	2.6
CC(C)CCNC(=O)Cc1csc(-c2ccccc2)n1	-9.4	-3.8	-5.5	0.0	0.1	3.6	-26.8	-1.2	3.7
COc1ccccc1CCNC(=O)C1CCC(=O)N(C2CC2)C1 (stereo not given)	-8.9	-3.3	-3.4	0.7	0.9	-1.5	-20.8	-8.6	3.2
Oc1ccccc1N1CCN(CC(O)COC2CCCc3ccccc32)CC1 (stereo not given)	1.3	-11.0	39.3*	1.6	0.9	-8.5	-10.2	-17.9	-29.4
Cc1ccc(C(=O)Nc2ccc(S(=O)(=O)Nc3cnc4ccccc4n3)cc2)cc1	-23.6	-7.9	-10.3	1.1	-0.5	13.5	-18.1	-9.5	8.4
O=C(Nc1cc(S(=O)(=O)N2CCCCC2)ccc1Cl)c1ccncc1	-17.0	-0.3	-17.1	0.9	0.8	23.6	13.0	-25.5	17.0
CCCCNc1c(-c2ccc(OC)c(Sc3ccc(OC)cc3)c2)nc2ccccn12	-8.4	-4.1	50.2*	6.7	/	2.4	/	45.1*	-20.4
CCCN(CC(=O)Nc1ccccc1C)C(=O)COc1ccc2c(c1)CCC2	-2.6	-2.9	-8.7	0.9	-0.5	-7.6	-9.2	-23.4	7.2
CC(NC(=O)COC(=O)CNS(=O)(=O)/C=C/c1ccccc1)c1ccccc1 (stereo not given)	-14.5	-1.6	5.4	2.1	9.9	2.5	-8.0	-2.5	-2.1
Nn1c(=O)c2ccccc2n2c(SCc3ccc(C(F)(F)F)cc3)nnc12	-4.4	-2.1	-3.6	0.3	5.1	7.0	-5.4	-29.6	5.5
O=C(O)Cc1sc(Nc2ccccc2)nc1-c1ccc(Cl)cc1	3.1	-9.2	-2.0	0.1	-0.5	-1.9	7.5	-10.2	5.8
Cc1cc(OCC(=O)NC2CCN(C)CC2)ccc1[N+](=O)[O-]	2.7	-6.0	-1.7	23.7*	2.5	4.5	-21.6	-4.5	5.3
Nc1nc(CSc2ccccc2)nc(N2CCCCC2)n1	9.4	-1.9	3.1	-0.2	5.4	-9.0	-3.9	-9.1	1.5
O=C(NCCc1ccccc1)c1cccc(NC(=O)C2CCC2)c1	-9.3	-1.8	-7.5	1.7	3.4	19.6	2.5	/	2.7
CCNC(=S)N(CCN(C)C)Cc1cc2cc3c(cc2[nH]c1=O)OCO3	-9.2	-2.5	-16.8	0.3	0.6	18.5	-20.7	-1.7	7.0
CC(Oc1ccc(Cl)cc1)/C(N)=N/O (stereo not given)	-10.8	-1.1	22.1	0.2	31.4	-3.8	-26.9	-2.4	-6.4
CC(CNS(=O)(=O)c1ccccc1)(c1ccccc1)N1CCCCC1 (stereo not given)	-17.5	-7.5	-17.0	0.3	1.3	8.1	-4.8	-20.2	6.4
COc1cccc(C(O)c2nc(-c3ccc(Cl)cc3)cs2)c1 (stereo not given)	2.6	1.4	-2.8	1.6	1.4	14.3	14.4	/	1.8
COc1cccc2c1OCC/C2=N\NC(=O)COc1ccc(C)cc1	7.2	0.2	5.8	0.2	8.8	-0.4	-8.0	-12.5	2.1
O=C(CCCn1ncn2c(cc3occc32)c1=O)N1CCc2ccccc2C1	-0.1	-3.5	16.4	0.7	8.9	9.0	2.9	-25.6	-4.9
CCOC(=O)c1ccc(-n2c(C)ccc2C)cc1	-13.3	-7.0	-3.1	-0.1	0.6	9.1	-12.9	-7.8	-1.9
CCCN1CCC(NC(=O)C2CC=CCC2C(=O)O)CC1 (stereo not given)	-12.9	-2.9	-9.6	2.3	0.1	13.5	-7.2	8.8	3.4
CC(Sc1nc(N)c2c3c(sc2n1)CSC(C)(C)C3)C(=O)Nc1ccccc1 (stereo not given)	-16.9	-4.2	-10.4	0.6	3.2	25.0	-18.0	-20.6	10.9
O=C(CSc1nnc(Cn2nnc3ccccc32)o1)Nc1ccc(Cl)cc1	10.8	-1.4	-20.5	0.1	0.9	-2.1	13.9	1.3	6.5
Oc1ccc(-c2[nH]ncc2-c2ccc(Br)cc2)c(O)c1	-0.9	0.7	-12.8	2.7	8.5	-0.8	14.6	/	15.7
NC(=O)c1nsc(C(=O)N(CC(=O)NC2CCCCC2)Cc2ccc(F)cc2)c1N	-13.6	-1.8	-5.0	0.5	1.9	21.4	-1.5	-1.9	7.8
CC1(C)CC(=O)C2=C(C1)OC(N)=C(C#N)C2c1cn(-c2ccccc2)nc1-c1ccc(F)cc1 (stereo not given)	-6.0	-5.9	-3.6	0.1	7.6	7.4	-5.5	3.9	-1.3
CCCCNC(=O)C1Cc2cc(S(=O)(=O)N3CCCC3)ccc2N1C(C)=O (stereo not given)	-8.9	-1.9	-21.2	0.4	1.0	8.2	-17.6	-5.4	15.0
OCCC1CN(Cc2ccc3nsnc3c2)CCN1C1CCCC1 (stereo not given)	-11.8	-10.1	45.8*	1.0	0.7	26.6	-21.2	-10.7	-26.3
O=C(CSc1nc2cccnc2n1Cc1ccccc1)N1CCCC1	-2.2	-5.1	-1.8	-0.2	-1.3	5.9	-17.1	-18.5	4.6
NC(=O)C1CCN(c2ccc(S(=O)(=O)N3CCCCC3)cc2[N+](=O)[O-])CC1	-2.4	-5.7	-14.8	1.8	3.5	-8.1	0.6	5.7	-1.0
CCCCn1c(N)c(N(CCOC)C(=O)c2ccc(Cl)c(S(=O)(=O)N3CCCC3)c2)c(=O)[nH]c1=O	-8.2	-2.4	-5.0	0.5	2.4	29.2	2.6	-10.4	6.8
N/C(=N\OC(=O)Cc1ccccc1)c1ccccn1	-3.1	-3.2	-13.8	0.2	14.8	14.6	-4.7	2.0	-0.6
CCC(NC(=O)Nn1cnnc1)(C(F)(F)F)C(F)(F)F	-7.3	-1.6	-13.1	-0.1	9.8	14.5	-10.2	-5.5	6.7
Cc1ccc(NC(=O)C(C)OC(=O)C2CC3CCCC(C2)C3=O)cc1S(=O)(=O)N1CCOCC1 (stereo not given)	-11.9	-6.4	-8.1	1.1	2.2	1.9	-13.9	/	2.9
COC(=O)c1ccc(Cl)c(NC(=O)Cc2ccccc2[N+](=O)[O-])c1	-8.1	-4.4	-7.8	0.1	-1.0	16.5	-3.2	-17.9	1.8
O=C(Nc1ccc([N+](=O)[O-])cn1)C1CC2CCC1C2 (stereo not given)	-11.2	-6.7	-12.8	1.4	13.7	18.6	12.2	-12.4	7.6

Single records, as listed above:
CCC(NC(=O)Nn1cnnc1)(C(F)(F)F)C(F)(F)F as listed: CHO-K1 Ca antag: -7.3; CHRM1 agonist: -1.6; CHRM1 antagonist: -13.1; CHO-K1 Ca ag: -0.1; TAAR1 ag: 9.8; M1 PAM parental: 14.5; TAAR1 antag: -10.2; CHO parental Ca: -5.5; CHRM1 PAM: 6.7
COC(=O)c1ccc(Cl)c(NC(=O)Cc2ccccc2[N+](=O)[O-])c1 as listed: CHO-K1 Ca antag: -8.1; CHRM1 agonist: -4.4; CHRM1 antagonist: -7.8; CHO-K1 Ca ag: 0.1; TAAR1 ag: -1.0; M1 PAM parental: 16.5; TAAR1 antag: -3.2; CHO parental Ca: -17.9; CHRM1 PAM: 1.8
